Bioassay records (PubChem BioAssay)
Gli-Sufu block = antagonists of Gli-Sufu signaling; Sufu-KO-LIGHT fibroblasts, Gli luciferase reporter luminescence; inhibition, % at 5 µM; 340,000 compounds, 0.74% hits; AID 588413;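 active = inhibition above about 55%, limit read from the data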;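 note: 0% = DMSO-treated cells and 100% = wells with medium but no cells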
CCR6 antagonist = antagonists of human CCR6 receptor | P51684 | CHO-K1 CCR6 PathHunter beta-arrestin, luminescence, CCL20-stimulated | inhibition, % at 20 µM | 340,000 compounds, 0.49% hits;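 active = compounds whose inhibition of the agonist-driven luminescence signal at 20 µM reaches about 50%, limit read from the data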;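 note: cells stimulated with CCL20 at 14 nM final; plate controls were DMSO with CCL20 for no effect and DMSO without agonist for full effect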
Target sequence (P51684 whole entry, looked up): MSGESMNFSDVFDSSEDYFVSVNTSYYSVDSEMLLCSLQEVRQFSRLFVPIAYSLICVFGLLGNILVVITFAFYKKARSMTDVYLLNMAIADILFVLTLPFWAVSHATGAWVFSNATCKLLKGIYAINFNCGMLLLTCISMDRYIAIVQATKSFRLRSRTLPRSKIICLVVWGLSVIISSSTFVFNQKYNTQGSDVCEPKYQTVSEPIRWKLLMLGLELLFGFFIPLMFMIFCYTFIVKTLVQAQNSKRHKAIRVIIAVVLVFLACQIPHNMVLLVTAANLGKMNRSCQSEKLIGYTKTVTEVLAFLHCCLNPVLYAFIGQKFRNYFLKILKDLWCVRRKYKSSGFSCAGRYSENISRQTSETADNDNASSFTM
APJ antagonist = antagonists of human APJ apelin receptor; AID 2521; 330,000 compounds, 0.32% hits; P35414; CHO-K1 APJ beta-arrestin complementation, luminescence; inhibition, % at 20 µM;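 active = inhibition above about 40% at 20 µM, limit read from the data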;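 note: cells challenged with 10 nM apelin-13 agonist together with compound; plate controls were apelin-13 plus DMSO wells for no effect and DMSO wells lacking apelin-13 for full effect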
EBI2 block = blocks human EBI2 receptor beta-arrestin signaling. EBI2 beta-arrestin recruitment, luminescence, 7a,25-OHC stimulated. P32249. 360,000 compounds, 0.81% hits. AID 651636. inhibition, % at 5 µM; in the data active = inhibition above about 38%;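 note: enzyme fragment complementation signal reports receptor beta-arrestin coupling in cells; 0% = agonist plus DMSO wells and 100% = wells without agonist; some results beyond the cut were filed as inactive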
Target sequence (P32249 whole entry, looked up, the tested form may be a part): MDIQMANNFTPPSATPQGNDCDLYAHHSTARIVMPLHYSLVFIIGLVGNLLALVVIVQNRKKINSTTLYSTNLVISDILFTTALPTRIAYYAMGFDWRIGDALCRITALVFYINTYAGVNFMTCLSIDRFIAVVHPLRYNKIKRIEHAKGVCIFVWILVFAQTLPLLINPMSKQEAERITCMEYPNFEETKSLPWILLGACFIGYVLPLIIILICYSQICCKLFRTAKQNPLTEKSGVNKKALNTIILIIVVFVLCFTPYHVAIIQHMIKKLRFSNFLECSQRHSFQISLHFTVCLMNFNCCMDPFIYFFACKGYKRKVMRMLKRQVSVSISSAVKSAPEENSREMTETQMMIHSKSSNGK
UBC13 inh = blocks human UBC13 polyubiquitin chain formation; AID 485273; inhibition, % at 20 µM; P61088; 330,000 compounds, 0.47% hits; TR-FRET; in the data active = inhibition above about 45%, passing the limit was not always enough
Target sequence (P61088 whole entry, looked up): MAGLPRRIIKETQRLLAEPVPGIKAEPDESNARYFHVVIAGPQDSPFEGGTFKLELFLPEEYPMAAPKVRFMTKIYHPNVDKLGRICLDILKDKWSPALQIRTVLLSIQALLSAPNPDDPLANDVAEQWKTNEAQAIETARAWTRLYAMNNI
CXCR6 inh = inhibitors of human CXCR6 receptor; AID 602244; CHO-K1 PathHunter CXCR6 beta-arrestin, luminescence; inhibition, % at 20 µM; 360,000 compounds, 0.36% hits; in the data active = inhibition above about 34%, passing the limit was not always enough;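 note: antagonist mode with CXCL16 agonist at 10 nM final; 0% = 10 nM CXCL16 with DMSO and 100% = unstimulated wells without agonist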
APJ ag = agonists of human APJ apelin receptor | P35414 | CHO-K1 APJ PathHunter beta-arrestin, luminescence; 0% DMSO wells, 100% apelin | activation, % at 20 µM | 330,000 compounds, 0.11% hits;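 active = activation more than six SD over the plate average, tested at 20 µM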;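 note: 0% = DMSO alone and 100% = apelin-13 at 10 nM; some results filed as inactive read as strong as hits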
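Assay system: CHO-K1 APJ beta-arrestin complementation cell line / Compound: single test compound dose, 20 µM final, 1% DMSO / Times: overnight seeding, 90 min compound at 25 °C, 1 h detection / Technique: beta-gal luminescence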
ATG4B inh = ATG4B (human) cysteine protease inhibition | Q9Y4P1 | ATG4B cleavage of LC3-PLA2, NBD-HPC fluorescence, 1 h | inhibition, % at 8.33 µM | 340,000 compounds, 0.51% hits | AID 504462; in the data active = inhibition above about 40%
Numbers without * were called inactive; . = not tested or not shown. Random draw from the library; 3% or so of the library scored in one or more.

SMILES	Gli-Sufu block	CCR6 antagonist	APJ antagonist	EBI2 block	UBC13 inh	CXCR6 inh	APJ ag	ATG4B inh
COc1cc(C(=O)NCc2nnc(SCC(=O)Nc3cccc(C)c3)o2)cc(OC)c1OC	-5	-8	8	14	9	-2	-1	-6
O=C(c1cc(-c2cccc(O)c2)on1)N1CCCC1	-7	-6	8	1	3	6	0	-7
Cc1ccc(-c2nnnn2-c2ccc(C)cc2)cc1	-4	9	10	6	0	-9	0	-2
O=C(COc1ccccc1Cl)Nc1cccnc1	-8	0	19	9	9	-10	-4	-10
O=C(Oc1ccc2cccc(OC(=O)N3CCOCC3)c2c1)N1CCOCC1	-1	-13	8	-4	-8	-10	0	-1
Cc1noc(C)c1CSc1ccccc1C(=O)OC(C)C(N)=O (configuration not stated)	-2	5	-23	-6	-2	8	1	0
CCC(C)(C)NC(=O)C(c1ccccc1)N(C(=O)c1csnn1)C1CC1 (configuration not stated)	-1	-1	-8	-4	3	-4	-3	-15
Cc1ccc(-n2ncc3c2CC(C)(C)CC3NC(=O)CCc2c(C)noc2C)cc1 (configuration not stated)	11	17	-8	0	-5	1	10	0
COC(=O)c1ccc(NC(=O)COC(=O)c2cccc3c(=O)c(C)c(-c4ccccc4)oc23)cc1	1	9	9	13	8	4	2	-24
CCOC(=O)NC(=O)COC(=O)CCCSc1nc2ccccc2s1	22	2	-4	-9	-7	4	1	-2
CC1CCCCC1NC(=O)Cn1c(=O)cnc2ccccc21 (configuration not stated)	8	12	-2	0	4	4	-3	-2
Cc1nnc(SC(=O)N2c3ccccc3Sc3ccccc32)s1	12	12	2	12	5	4	-1	0
COc1ccc(/C=N/NC(=O)CN2CCS(=O)(=O)CC2)cc1	-32	9	8	-6	-3	-4	-4	-4
CCOC(=O)N/N=C\C=C\c1ccc2c(c1)OCO2	-65	5	10	-2	-10	-1	1	4
COc1nnc(-c2ccc(N3CCCCC3)c(NC(=O)COc3ccccc3)c2)c2ccccc12	10	-1	.	3	.	-2	.	2
COc1cc(N2CCCC2)c(OC)cc1/C=C(/C#N)c1cccc(F)c1	-22	29	.	18	.	7	.	1
COc1ccc(Cl)cc1C(=O)Nc1ccc2c(c1)OCCO2	-60	17	13	14	4	1	-4	-5
Cc1cc(C([O-])=C(C(=S)Nc2ccccc2)[n+]2ccccc2)c(C)n1-c1ccccc1	-1	26	.	0	.	10	.	-5
CCOc1ccc(CN2CCNC(=O)C2CC(=O)NCCc2nc(C)c3c(n2)CCC3)cc1 (configuration not stated)	5	-1	14	3	-6	4	4	-3
CC(=O)Nc1ccc(Oc2cc(C#N)c(C#N)cc2N2CCOCC2)cc1	-10	19	-10	8	2	5	-1	-6
COC(=O)C1CN(Cc2ccccc2)C(=O)C1=O (configuration not stated)	1	8	.	-7	.	-4	.	-3
COc1ccc(C)cc1-n1nnnc1SCc1cn2ccsc2n1	10	21	-2	-10	4	-10	-3	0
CCN(CC(=O)Nc1cc(Cl)ccc1C)C(=O)c1cc([N+](=O)[O-])ccc1N1CCOCC1	-9	16	-20	3	-8	6	9	3
Cc1ccccc1C(=O)Nc1cccc(-c2cn3ccccc3n2)c1	-6	5	-5	-4	8	-10	0	24
CCOC(=O)C[C@H]1c2ccccc2S(=O)(=O)N1c1cccc(OC)c1	-1	-2	15	3	-5	3	-2	-4
C=CCn1c2ccccc2c2nnc(SCC(=O)Nc3c(C)n(C)n(-c4ccccc4)c3=O)nc21	-33	-16	.	7	.	-2	.	3
O=C(O)CCC(=O)Nc1ccc(Cc2ccc(NC(=O)CCC(=O)O)c(O)c2)cc1O	3	-6	-48	-3	3	-7	1	-4
CCOC(=O)c1c(-c2ccc(C)cc2)csc1NC(=O)CCSc1nnc2ccccn12	31	8	-13	6	23	3	3	-2
CNS(=O)(=O)c1cccc(C(=O)OCC(=O)N2CCN(C(=O)c3ccco3)CC2)c1	-4	11	3	-13	6	-7	-2	1
C=CCn1c(SCC(=O)NC(=O)c2cccc([N+](=O)[O-])c2)nnc1-c1ccccc1	-21	2	17	1	-10	10	-1	2
c1ccc2c(c1)CCN(C1=Nc3cccc4cccc1c34)C2	9	30	-25	11	-33	8	-4	10
Cc1cnnc2ccc3c(no[n+]3[O-])c12	13	-3	10	-6	-14	2	-1	3
O=C(O)c1c[nH]c2ccc(F)cc2c1=O	-10	15	-4	0	2	-10	4	-8
CC1(C)CC(=O)C(CC(=O)Nc2cc(C(F)(F)F)ccc2Cl)C(=O)C1	-20	16	-21	-4	-2	18	-1	15
Cc1ccc(C(=O)N/C(=C\c2cn(C)c3ccccc23)C(=O)N2CCN(C)CC2)cc1	-7	11	29	-12	-3	1	-4	-13
COCCN(C(=O)COC(=O)/C=C/c1ccco1)c1c(N)n(Cc2ccccc2)c(=O)[nH]c1=O	6	-6	10	1	-7	-9	2	1
CCOC(=O)N1CCN(S(=O)(=O)c2ccc(OCC(=O)OC)c(C)c2)CC1	5	-13	-2	0	8	-3	-1	-1
Cc1ccc(/C=N/NC(=O)c2ccc(NC(=O)c3ccccc3Cl)cc2)o1	12	-10	9	1	-6	-12	0	-5
Cc1ccc(C(=O)NCCSc2ccc(Cl)cc2)cc1[N+](=O)[O-]	-1	9	3	25	1	0	-2	12
CN(C)c1ccc(/C=C(\C#N)c2ccccc2)cc1	-105	10	.	26	.	-2	.	6
Cc1cc(OCC(=O)N2CCN(c3cccc(Cl)c3)CC2)c2c(C)c(C)c(=O)oc2c1	23	-3	0	9	5	-5	-1	2
O=C(CCC(=O)N(CC(=O)NC1CCCC1)c1ccc(F)cc1)Nc1nccs1	15	10	-3	9	4	1	-3	-10
Cc1nn(Cc2noc(C(=O)NCCCn3ccnc3)n2)c(C)c1Br	27	-6	-11	0	3	-1	2	-4
CC(=O)Nc1cccc(C(=O)Nc2ccc(S(=O)(=O)N3CCCCC3)cc2)c1	9	1	26	0	1	-5	0	-9
CCN(Cc1ccccc1)C(=O)C1CCN(Cc2sccc2C)CC1	11	1	10	-15	-6	8	-4	14
O=c1[nH]c(SCc2n[nH]c(=S)n2-c2ccccc2)nc2sc3c(c12)CCC3	-4	24	2	2	2	5	-3	11
CN(C)c1nc2n(c(=O)n1)CCS2	5	-16	-7	1	-10	-1	-2	-1
CCOC(=O)c1cnc2c(cnn2C)c1NCCC#N	6	3	-3	-6	-10	-4	0	1
Cc1cc(C)n2nc(-c3ccccc3)cc2n1	-44	11	-4	15	3	2	0	3
CCn1cc(C(=O)N2CCCC2)c(=O)c2cc(S(=O)(=O)N3CC(C)CC(C)C3)ccc21 (configuration not stated)	-7	9	-12	-5	-8	-4	1	1
Nc1nc(CN2CCN(c3ccccc3)CC2)nc(N2CCCc3ccccc32)n1	-7	-1	14	-6	14	-1	-3	-3
Cc1cc(C)cc(C(=O)NCC(=O)OCC(=O)N(C)C2CCS(=O)(=O)C2)c1 (configuration not stated)	1	-1	-2	0	-5	4	5	35
O=C(O)c1cc(O)ccc1NC(=O)C1CCCO1 (configuration not stated)	-11	8	10	-3	8	-5	-2	5
CC/S(=N\S(=O)(=O)c1ccc(C)cc1)c1ccccc1 (configuration not stated)	5	13	12	-9	8	6	-4	-8
CC(C)C(NS(=O)(=O)c1ccccc1)C(=O)N1CCCC1 (configuration not stated)	13	5	11	-7	2	-2	0	6
FC(F)(F)c1cccc(Cn2nnnc2-c2cc(Cl)cc(Cl)c2)c1	6	-2	10	14	11	-4	-6	10
CCOc1ccccc1Nc1nnc(SCC(=O)Nc2ccc3[nH]c(=O)[nH]c3c2)s1	1	13	-6	-8	-4	-3	-5	-3
Cc1ccc2nc(NC(=O)CN3C(=O)NC4(CCCCC4)C3=O)sc2c1	-42	-7	-83	19	-7	2	12	-8
C=CCSc1nc2sc(C)c(C)c2c(=O)n1N	-12	14	-6	1	2	-10	-4	11
CCNC(=O)COC(=O)c1cc(C)nc2ccccc12	-4	3	8	-2	-3	-3	0	-6

2 of the compounds above, as labelled records.
FC(F)(F)c1cccc(Cn2nnnc2-c2cc(Cl)cc(Cl)c2)c1
  Gli-Sufu block: 6	CCR6 antagonist: -2	APJ antagonist: 10	EBI2 block: 14	UBC13 inh: 11	CXCR6 inh: -4	APJ ag: -6	ATG4B inh: 10
CCN(Cc1ccccc1)C(=O)C1CCN(Cc2sccc2C)CC1
  Gli-Sufu block: 11	CCR6 antagonist: 1	APJ antagonist: 10	EBI2 block: -15	UBC13 inh: -6	CXCR6 inh: 8	APJ ag: -4	ATG4B inh: 14

The listing continues:
SMILES	Gli-Sufu block	CCR6 antagonist	APJ antagonist	EBI2 block	UBC13 inh	CXCR6 inh	APJ ag	ATG4B inh
O=C(Cc1ccc(-c2ccccc2)cc1)NC1CCCC1	-8	-2	-17	-11	8	-1	0	3
Cc1ccccc1C(=O)NNC(=S)Nc1cccc(C(F)(F)F)c1	1	39	25	1	-17	3	-5	5
O=C(Cc1ccc(Cl)cc1)NCCCn1ccnc1	0	-14	13	-12	4	0	-5	-5
CCOC(=O)C1=C(C)NC2=C(C(=O)CCC2)C1c1cn(Cc2ccc(Cl)cc2Cl)nc1-c1ccccc1 (configuration not stated)	6	16	19	28	1	12	-2	-8
C=CCOc1ccc(/C(O)=C2\C(=O)C(=O)N(CCCOC)C2c2ccc(O)c(OC)c2)cc1 (configuration not stated)	-5	6	-1	-4	-14	-1	-2	-12
Cc1nc(-c2ccc(F)cc2)c(CC(=O)N2CCN(S(=O)(=O)c3ccccc3Br)CC2)s1	6	16	14	11	8	29	1	0

Compounds from the list above that have an aryl methoxy group, in the order listed:
SMILES	Gli-Sufu block	CCR6 antagonist	APJ antagonist	EBI2 block	UBC13 inh	CXCR6 inh	APJ ag	ATG4B inh
COc1cc(C(=O)NCc2nnc(SCC(=O)Nc3cccc(C)c3)o2)cc(OC)c1OC	-5	-8	8	14	9	-2	-1	-6
COc1ccc(/C=N/NC(=O)CN2CCS(=O)(=O)CC2)cc1	-32	9	8	-6	-3	-4	-4	-4
COc1nnc(-c2ccc(N3CCCCC3)c(NC(=O)COc3ccccc3)c2)c2ccccc12	10	-1	.	3	.	-2	.	2
COc1cc(N2CCCC2)c(OC)cc1/C=C(/C#N)c1cccc(F)c1	-22	29	.	18	.	7	.	1
COc1ccc(Cl)cc1C(=O)Nc1ccc2c(c1)OCCO2	-60	17	13	14	4	1	-4	-5
COc1ccc(C)cc1-n1nnnc1SCc1cn2ccsc2n1	10	21	-2	-10	4	-10	-3	0
CCOC(=O)C[C@H]1c2ccccc2S(=O)(=O)N1c1cccc(OC)c1	-1	-2	15	3	-5	3	-2	-4
C=CCOc1ccc(/C(O)=C2\C(=O)C(=O)N(CCCOC)C2c2ccc(O)c(OC)c2)cc1 (configuration not stated)	-5	6	-1	-4	-14	-1	-2	-12
